Bioassay records from PubChem.
Vif inh = HIV Vif self-association inhibitors, primary screen, imaging, HEK293T, single point; HEK293T cells, Vif self-association by quenched fluorescence, 24 h; inhibition, % at 7.49 µM; actives 0.35% (n = 340,000); AID 602346, 2012; in the data active = inhibition above about 50%, passing the limit was not always enough; note: some results filed as inactive read as strong as hits
ABCB6 inh 2 = ABCB6 transporter inhibitors, primary screen, K562-ABCB6 cells, flow cytometry, MLPCN library | ATP-binding cassette sub-family B member 6 (Homo sapiens), Q9NP58 | K562-ABCB6 porphyrin accumulation, 1 h; hits give low values | actives 0.19% (n = 360,000) | fluorescence ratio to DMSO, % at 10 µM;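 active = fluorescence ratio to DMSO below 75%, the collection mean minus 3 SD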;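 note: signal is porphyrin accumulated inside mitochondria; 100% equals median channel fluorescence of DMSO control wells; lower ratio means ABCB6 inhibition with less porphyrin fluorescence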
Target sequence (Q9NP58 whole entry, looked up): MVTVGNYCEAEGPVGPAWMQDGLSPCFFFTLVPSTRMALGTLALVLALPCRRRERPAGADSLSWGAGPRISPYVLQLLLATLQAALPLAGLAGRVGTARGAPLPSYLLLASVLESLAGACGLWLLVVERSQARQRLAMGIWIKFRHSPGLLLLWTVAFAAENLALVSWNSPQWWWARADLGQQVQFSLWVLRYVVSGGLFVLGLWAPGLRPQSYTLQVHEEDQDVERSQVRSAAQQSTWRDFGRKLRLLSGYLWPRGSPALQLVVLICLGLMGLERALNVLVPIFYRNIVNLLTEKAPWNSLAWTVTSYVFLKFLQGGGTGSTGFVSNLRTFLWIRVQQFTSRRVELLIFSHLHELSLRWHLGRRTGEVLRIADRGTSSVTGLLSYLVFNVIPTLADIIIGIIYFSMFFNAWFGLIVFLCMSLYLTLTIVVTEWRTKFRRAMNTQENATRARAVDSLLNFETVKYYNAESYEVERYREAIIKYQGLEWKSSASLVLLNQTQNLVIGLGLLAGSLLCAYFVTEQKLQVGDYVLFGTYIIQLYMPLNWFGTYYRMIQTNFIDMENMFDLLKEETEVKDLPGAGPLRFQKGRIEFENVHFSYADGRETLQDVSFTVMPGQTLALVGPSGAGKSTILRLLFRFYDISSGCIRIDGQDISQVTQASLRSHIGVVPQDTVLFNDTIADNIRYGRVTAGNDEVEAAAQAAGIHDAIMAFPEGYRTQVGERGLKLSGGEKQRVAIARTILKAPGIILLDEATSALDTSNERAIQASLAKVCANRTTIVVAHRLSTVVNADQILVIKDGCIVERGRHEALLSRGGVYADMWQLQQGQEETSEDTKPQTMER
MC4R antag cAMP = MC4R antagonists of cAMP signaling, primary screen, cell-based, TR-FRET, antagonist arm of biased-ligand search | Melanocortin receptor 4 (Homo sapiens), P32245 | MC4R-expressing cells, MTII-stimulated cAMP, LANCE TR-FRET | inhibition, % at 6.5 µM | actives 0.48% (n = 360,000);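 active = inhibition above its plate's cutoff, the mean of tested wells on that plate plus 3 SD, cut at about 29% in these data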;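 note: 0% = Melanotan II alone and 100% = Melanotan II plus saturating MCL0020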
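Assay system: U2OS cells stably expressing human melanocortin 4 receptor (MC4R) / Dosing: 6.5 µM / Timing: compound 30 min, challenge 1 h, detection 1 h / Measured by: Eu-cAMP/anti-cAMP TR-FRET, emission 671 nm / Replicates: singlicate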
Cardio protect = cardioprotection against H2O2-induced cell death, primary screen, uHTS, H9c2 cells, ATPLite luminescence | H9c2 cardiomyocytes, H2O2 injury protection, 2 h | protection from H2O2 cell death, % at 20 µM | actives 0.63% (n = 360,000);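 active = compounds giving at least 50% protection of heart cells from peroxide-induced death in the single-dose screen, raw or plate-pattern-corrected value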;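 note: 0% = DMSO wells with peroxide and 100% = DMSO wells without peroxide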
CaV13 ICDI inh = Primary screen for inhibitors of IQ motif and Ca2+-dependent inactivation inhibitor domain binding in CACNA1D, Förster resonance energy transfer in living cells, …; HEK cells, CFP/YFP FRET ICDI-IQ, plate reader, 10 min; percent FRET-ratio fall versus neutral wells; inhibition, % at 12.3 µM; actives 0.098% (n = 340,000);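 active = mean replicate inhibition of at least 30% and at least 1% of replicates passing that level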;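 note: 0% = median of the neutral control wells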
N-glyco inh = increase of ERlucT glycosylation luciferase signal, primary screen, N-linked glycosylation inhibitor project, D54 ERlucT cells, luminescence, set 2; D54 ERlucT glycosylation luciferase reporter, 24 h; percent of 100 nM tunicamycin response; reporter increase, % at 12.5 µM; actives 0.23% (n = 360,000); AID 588692, 2011;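 active = mean luciferase reporter signal, scaled so untreated is 0 and the glycosylation-blocking control 100, at or above a set limit in every replicate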;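 note: luciferase carries N-glycosylation sites so blocking glycosylation raises the light; 0% = median of neutral control wells and 100% = median of 100 nM tunicamycin wells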
HTR2A ag = mouse Htr2a agonists via beta-arrestin recruitment, primary screen, cell-based, luminescence | actives 0.66% (n = 360,000) | activation, % at 7.6 µM | CHO-K1 mHTR2A beta-arrestin complementation; percent of 30 µM serotonin response;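 active = activation above a run cutoff, the mean activation of all tested compounds plus 3 SD, cut at about 14% in these data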;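 note: 0% = plate median of compound wells and 100% = 30 µM serotonin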
PDI turbidity = inhibitors of human PDI, primary screen, biochemical, turbidity, single point, plate reader; Protein disulfide-isomerase (Homo sapiens), P07237; PDI insulin aggregation turbidity, A650, 90 min; inhibition, % at 10 µM; actives 0.052% (n = 350,000); AID 588391, 2011;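 active = mean inhibition across replicates of 30% or more, whatever share of single replicates reach that level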;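 note: absorbance from insulin aggregation driven by PDI reduction with DTT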
aDG glyco act = activators of alpha-DG glycosylation, primary screen, uHTS, Pro5-aDG cells, AlphaScreen | activation, % at 10 µM | alpha-DG glycosylation AlphaScreen (IIH6); 0% Pro5, 100% B10-LARGE cell signal | actives 0.22% (n = 360,000) | AID 624168, 2012;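 active = activation of at least 8% versus controls, or a plate z-score of at least 8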;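 note: Pro5 are CHO cells carrying HIG-tagged alpha-DG that lacks glycosylation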
MC4R barr agon = MC4R agonists recruiting beta-arrestin, primary screen, cell-based, luminescence, agonist arm of biased-ligand search; Melanocortin receptor 4 (Homo sapiens), P32245; U2OS MC4R beta-arrestin complementation; percent of melanotan II response, DMSO zero; activation, % at 8.9 µM; actives 0.98% (n = 360,000); AID 540308, 2011;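 active = activation above a per-plate cutoff, the mean activation of sample wells on that plate plus 3 SD, cut at about 8% in these data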
Active calls of the source: *; x = no result given.

SMILES	Vif inh	ABCB6 inh 2	MC4R antag cAMP	Cardio protect	CaV13 ICDI inh	N-glyco inh	HTR2A ag	PDI turbidity	aDG glyco act	MC4R barr agon
Cc1ccc2c(c1)c(N=O)c(O)n2Cc1ccc(Cl)cc1	5	225	3	-14	-5	-3	-1	1	-0.1	-0.8
O=C(O)COc1ccccc1/C=N/NC(=O)CSc1nnc(SCc2cccc3ccccc23)s1	-5	101	-3	-2	-15	2	0	-6	-0.2	1.5
O=C(O)c1ccccc1CSc1ncccc1C(=O)O	1	104	-3	-2	-2	3	-3	1	-0.1	-2.8
CCCOc1ccc(C2C(C#N)=C(N)Oc3nc[nH]c(=O)c32)cc1OC (stereo not drawn)	0	102	-2	0	-8	1	6	-5	-0.1	-0.8
O=C(Nc1ccc(Br)cc1F)C1CCCO1 (stereo not drawn)	3	95	7	3	-8	3	2	15	-0.1	-1.9
CCOc1ccc(CNC(=O)CN2C(=O)CSc3ccc(S(=O)(=O)N4CCOCC4)cc32)cc1OC	-6	101	-7	9	-6	0	2	11	-0.2	-1.5
O=C(CNC(=O)c1ccco1)NCC(=O)OCc1cccc(Cl)c1	2	88	5	6	-8	0	1	2	0.1	3.1
Cc1ccc(NC(=O)Nc2cccc([N+](=O)[O-])c2)cc1F	x	93	-5	-27	-16	-10	-4	-4	0.3	-0.4
CC(C)CN(C(=O)COC(=O)/C=C/c1ccc(Cl)c(Cl)c1)c1c(N)n(Cc2ccccc2)c(=O)[nH]c1=O	5	100	6	-5	-5	-14	1	-9	0.3	-3.9
O=C(CN(Cc1ccc(F)cc1)C(=O)CCC(=O)Nc1nccs1)NCC1CCCO1 (stereo not drawn)	3	92	-4	-9	-7	1	-2	-8	-0.2	-1.1
COc1ccc(-c2cc(C(=O)NNC3=NCCC3)c3c(C)nn(-c4ccccc4)c3n2)cc1	-4	99	15	84*	0	-16	-3	0	0.3	-1.9
O=C(Nc1nccs1)c1ccccc1[N+](=O)[O-]	-4	97	-2	-4	-5	2	2	4	0.1	0.6
O=C(CN1CCCCC1)N/N=C/c1cc2ccccc2nc1Cl	12	99	-2	0	-2	5	-1	7	0.0	-2.1
O=C(NCc1ccccc1)NC1(C(=O)N2CCOCC2)CCCCC1	22	102	9	-14	-4	1	2	-3	-0.1	0.8
O=[N+]([O-])c1cccc2c(Cl)ccnc12	6	97	-8	8	-6	1	3	-3	-0.1	-0.1
COc1cccc(NC(=O)CN(C)C(=O)C(Sc2ccccc2)c2ccccc2)c1 (stereo not drawn)	x	95	8	0	-7	-2	-3	5	-0.1	-3.1
CC(Sc1n[nH]c(N)n1)C(=O)C12CC3CC(CC(C3)C1)C2 (stereo not drawn)	-2	104	3	10	-5	0	-3	6	-0.1	-2.8
COc1ccc(N(CC(=O)Nc2cc(C)ccc2C)S(=O)(=O)c2c(C)noc2C)cc1	-8	101	1	2	-7	-1	-3	6	-0.1	-2.6
O=C(NCCC1=CCCCC1)c1ccc2c(c1)N(Cc1ccccc1)C(=O)CS2	-4	102	13	-4	-4	-6	-8	-1	0.5	-0.8
N/C(Cc1cccs1)=N\OC(=O)COc1ccc(Cl)cc1Cl	x	93	7	-20	x	-3	-2	-1	0.3	3.2
CCOC(=O)C1CCCN(C(=O)c2cc3cc(OC)c(OC)cc3[nH]2)C1 (stereo not drawn)	x	95	1	4	-19	0	1	3	0.0	-0.5
O=C(O)CCC(=O)OC1CC2CCC1C2 (stereo not drawn)	-17	99	10	0	-3	1	5	1	0.1	0.1
C[C@H]1COC(=O)[C@H](Cc2ccc(F)cc2)C/C=C\C[C@H](CC(=O)N(CCO)Cc2ccccc2)C(=O)N1	-4	102	7	1	-5	7	-5	-1	0.9	-1.3
O=S(=O)(c1ccc(Oc2ncnc3scc(-c4ccccc4)c23)cc1)N1CCOCC1	-3	102	17	-2	-1	-4	-2	2	-0.3	-0.5
O=[N+]([O-])c1ccc(NC(=S)N2CCN(c3ccc(F)cc3)CC2)cc1	13	114	-4	-17	x	-2	-10	10	-0.1	2.6

Going on with the list:
SMILES	Vif inh	ABCB6 inh 2	MC4R antag cAMP	Cardio protect	CaV13 ICDI inh	N-glyco inh	HTR2A ag	PDI turbidity	aDG glyco act	MC4R barr agon
COc1ccc(CCN2CC(C(=O)NCc3nc(C)c(C)s3)CCC2=O)cc1 (stereo not drawn)	2	101	0	-4	-5	2	-1	9	-0.1	0.1
COc1ccc(OC)c(NC(=O)C(C)OC(=O)c2cc3ccccc3[nH]2)c1 (stereo not drawn)	-19	98	9	-12	-6	-4	7	-3	0.9	-2.5
O=C(OC1CCCCC1=O)c1cccc(S(=O)(=O)NCc2ccccc2)c1 (stereo not drawn)	-7	95	-4	-7	x	-2	6	4	0.0	-1.9
Cc1nnsc1Sc1ccccc1	-3	94	0	2	-3	0	3	-1	0.1	-2.4
CC(C)NC(=O)c1ccccc1NC(=O)CN(c1ccc2c(c1)OCO2)S(C)(=O)=O	5	100	9	7	x	1	-2	-7	0.0	-2.1
Cc1ccc(SCC(=O)NCCc2ccc(F)cc2)cc1	-2	105	-1	-4	-21	-5	-7	-5	0.0	-0.9
Cc1cc(C)cc(N(CCC#N)C(=O)COC(=O)Cn2[nH]c(=O)c3ccccc3c2=O)c1	17	101	10	77*	-7	1	5	-1	0.2	-1.6
Cc1ccc(C2=CSC3=NS(=O)(=O)CCN23)cc1C	13	107	10	0	-9	0	7	-1	-0.3	2.7
C#CCN(C[C@@H]1[C@@H](OC(=O)NC2CC2)[C@@H](OC(=O)NC2CC2)Cn2c(=O)n(CCCCCC)c(=O)n21)S(=O)(=O)c1ccc(C)cc1	-2	96	11	-8	-5	-1	-3	10	0.3	1.2
COc1cc(/C=N/NC(=O)c2csc3c2CCCC3)ccc1OCCN1CCOCC1	-10	100	3	31	-6	-5	-5	1	-0.3	-0.9
O=C(CN1C(=O)CSC1=O)Nc1ccc(N2CCOCC2)cc1	4	91	10	3	-2	-1	4	1	0.6	0.1
COC(=O)c1cnc(SCC(=O)c2ccccc2)n1C	0	94	-2	0	-5	0	3	0	0.1	-0.6
CC(=O)CCC1CC(c2ccc(Cl)cc2)=NO1 (stereo not drawn)	3	101	0	-3	-5	-14	5	-3	-0.2	0.0
O=C(NCc1ccccn1)c1n[nH]c2ccccc12	4	94	1	2	-4	0	1	-28	-0.1	-0.4
O=C1NC[C@@H](c2ccccc2)OC(=O)[C@H](Cc2ccc(F)cc2)C/C=C\C[C@@H]1CC(=O)N(CCO)Cc1ccccc1	1	92	1	16	-11	4	-23	-3	0.0	-2.6
Nc1ccn([C@@H]2O[C@H](CNCc3cccc(OC4CCCC4)c3)[C@@H](O)[C@H]2O)c(=O)n1	1	96	1	2	-4	3	-1	-3	0.2	-0.2
O=c1c2cc(N3CCOCC3)ccc2[nH]c(=S)n1Cc1ccco1	6	99	6	9	-6	2	-3	-8	0.0	-0.6
C=CCn1c(SCC(=O)NC23CC4CC(CC(C4)C2)C3)nc2cc(C(=O)O)ccc2c1=O	-1	98	-4	-4	-3	1	-4	17	-0.3	-1.4
O=C(Cc1cccs1)Nc1nc2c(s1)CCCC2	-13	95	3	-11	-5	-15	-2	-4	-0.1	-0.7
O=C(NCCCNC(=O)c1ccco1)c1ccc(Cl)cc1	-4	97	8	-3	-2	-11	0	5	0.1	0.5
O=C(CSCc1ccccc1Br)N/N=C/c1ccccc1C(=O)O	-1	99	9	7	9	2	0	7	-0.4	-1.3
O=C(CN1C(=O)COc2ccc(Cl)cc21)N1CCc2ccccc21	x	93	5	4	-5	-2	2	-9	0.7	1.2
CC1CCN(C(=O)COC(=O)c2ccc(F)c(S(=O)(=O)N3CCOCC3)c2)CC1	-2	97	18	-5	-2	2	-6	-1	-0.2	-1.7
CC(=O)c1cccc(NC(=O)c2nc(-c3ccccc3)oc2C)c1	-1	101	19	4	-2	2	4	-3	-0.1	4.2
Cc1oc(-c2ccccc2)cc1C(=O)NC(Cc1c[nH]c2ccccc12)C(=O)O (stereo not drawn)	-6	98	-4	11	-17	-3	1	16	-0.2	1.1

Sorted by molar mass (rising): some entries from above.
SMILES	Vif inh	ABCB6 inh 2	MC4R antag cAMP	Cardio protect	CaV13 ICDI inh	N-glyco inh	HTR2A ag	PDI turbidity	aDG glyco act	MC4R barr agon
CC(=O)CCC1CC(c2ccc(Cl)cc2)=NO1 (stereo not drawn)	3	101	0	-3	-5	-14	5	-3	-0.2	0.0
O=C(NCCCNC(=O)c1ccco1)c1ccc(Cl)cc1	-4	97	8	-3	-2	-11	0	5	0.1	0.5
O=c1c2cc(N3CCOCC3)ccc2[nH]c(=S)n1Cc1ccco1	6	99	6	9	-6	2	-3	-8	0.0	-0.6
COc1ccc(OC)c(NC(=O)C(C)OC(=O)c2cc3ccccc3[nH]2)c1 (stereo not drawn)	-19	98	9	-12	-6	-4	7	-3	0.9	-2.5
O=C(OC1CCCCC1=O)c1cccc(S(=O)(=O)NCc2ccccc2)c1 (stereo not drawn)	-7	95	-4	-7	x	-2	6	4	0.0	-1.9
Cc1oc(-c2ccccc2)cc1C(=O)NC(Cc1c[nH]c2ccccc12)C(=O)O (stereo not drawn)	-6	98	-4	11	-17	-3	1	16	-0.2	1.1
O=C(CSCc1ccccc1Br)N/N=C/c1ccccc1C(=O)O	-1	99	9	7	9	2	0	7	-0.4	-1.3
Nc1ccn([C@@H]2O[C@H](CNCc3cccc(OC4CCCC4)c3)[C@@H](O)[C@H]2O)c(=O)n1	1	96	1	2	-4	3	-1	-3	0.2	-0.2
CC(C)NC(=O)c1ccccc1NC(=O)CN(c1ccc2c(c1)OCO2)S(C)(=O)=O	5	100	9	7	x	1	-2	-7	0.0	-2.1
C=CCn1c(SCC(=O)NC23CC4CC(CC(C4)C2)C3)nc2cc(C(=O)O)ccc2c1=O	-1	98	-4	-4	-3	1	-4	17	-0.3	-1.4

Rows are unselected (roughly 3.6% active in at least one column).
